RGS4 inh: human RGS4 inhibition | HEK293 M3R/RGS4 inducible, Fluo-4 calcium flux; hits give high values; triggered by carbachol at its EC20 | B-score at 10 µM | P49798 | hit rate 0.45% among 310,000;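 active = B-score, a plate-corrected calcium signal, over three deviations above library mean, with baseline fluorescence within five deviations of library mean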;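 also: RGS4 expression induced by doxycycline in cells with stable M3 receptor; B-score is computed from the integrated fluorescence ratio over baseline after carbachol; higher B-score means a larger calcium signal and so more RGS4 inhibition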
Target sequence (P49798 whole entry, looked up): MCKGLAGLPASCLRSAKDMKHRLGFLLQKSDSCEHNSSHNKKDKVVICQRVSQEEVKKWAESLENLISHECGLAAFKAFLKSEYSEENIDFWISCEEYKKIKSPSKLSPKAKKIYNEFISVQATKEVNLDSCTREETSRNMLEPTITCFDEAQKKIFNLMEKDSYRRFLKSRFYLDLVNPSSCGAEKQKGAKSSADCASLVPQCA
MrgX1 ag: activates human MrgX1 receptor signaling. Q96LB2. MrgX1-HEK293 cells, Fluo-4 calcium fluorescence, agonist mode; hits give high values. B-score at 10 µM. hit rate 0.44% among 310,000. AID 588627;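 active = calcium response B-score plate-corrected fluorescence ratio at least 3 library SD, with starting fluorescence B-score inside 5 SD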
Target sequence (Q96LB2 whole entry, looked up): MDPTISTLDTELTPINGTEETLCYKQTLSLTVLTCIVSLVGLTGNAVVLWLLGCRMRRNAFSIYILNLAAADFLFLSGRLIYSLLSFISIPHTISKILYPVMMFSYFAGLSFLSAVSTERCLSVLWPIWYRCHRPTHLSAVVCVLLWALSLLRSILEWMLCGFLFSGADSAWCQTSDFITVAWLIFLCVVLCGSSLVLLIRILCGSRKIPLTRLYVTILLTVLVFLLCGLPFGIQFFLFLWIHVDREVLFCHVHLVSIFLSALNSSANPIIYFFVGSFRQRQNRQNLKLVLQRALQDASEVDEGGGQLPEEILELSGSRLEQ
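Test system: Stable human MrgX1 HEK293 cell line | Schedule: Overnight plating before 1 h dye loading | Read-out basis: Baseline-normalised fluorescence change ratio, B-scored | Detection: Kinetic calcium dye fluorescence, Fluo-4 NW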
MrgX1 antagonist: blocks BAM8-22 activation of human MrgX1 receptor. Q96LB2. MRGX1-HEK293 calcium flux, Fluo-4, BAM8-22 antagonism; hits give low values. B-score at 10 µM. hit rate 1.3% among 310,000. AID 588676;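 active = calcium-response B-score plate-corrected more than 3 library SD below zero, starting fluorescence within 5 deviations, no agonist response on first addition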;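 also: peak minus trough fluorescence over baseline after final BAM8-22 challenge near maximal dose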
HDAC3 inh: blocks human histone deacetylase 3; O15379; recombinant HDAC3, fluorogenic peptide/trypsin coupled, fluorescence; inhibition, % at 8.3 µM; hit rate 0.15% among 320,000; in the data active = inhibition above about 26%, passing the limit was not always enough; inconclusive = no clear call, values can overlap the other calls
Target sequence (O15379 whole entry, looked up): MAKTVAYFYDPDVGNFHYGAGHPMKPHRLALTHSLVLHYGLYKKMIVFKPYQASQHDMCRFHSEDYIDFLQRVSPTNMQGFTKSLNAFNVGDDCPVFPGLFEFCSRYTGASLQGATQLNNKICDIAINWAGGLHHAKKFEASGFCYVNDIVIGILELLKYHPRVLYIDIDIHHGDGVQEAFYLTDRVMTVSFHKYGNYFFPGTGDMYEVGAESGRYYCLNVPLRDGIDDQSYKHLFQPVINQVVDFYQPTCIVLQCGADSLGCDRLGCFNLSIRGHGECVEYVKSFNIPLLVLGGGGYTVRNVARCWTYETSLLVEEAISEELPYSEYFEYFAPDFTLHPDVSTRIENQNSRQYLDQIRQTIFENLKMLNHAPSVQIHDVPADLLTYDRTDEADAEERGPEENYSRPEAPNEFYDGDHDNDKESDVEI
SKKanGAS inh: SKKanGAS growth inhibition; S. pyogenes SKKanGAS, kanamycin growth, BacTiter-Glo, 6 h; inhibition, % at 7.5 µM; hit rate 1.3% among 300,000;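 active = mean replicate score, as percent of positive control median, at least 50; inconclusive = mean below 50 but one replicate at or above 50; inactive = mean and every replicate below 50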;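 also: strain carries kanamycin resistance gene driven by streptokinase promoter and grows in 40 µg/ml kanamycin; loss of luminescence reflects streptokinase promoter inhibition or plain growth inhibition; 0% = median of DMSO wells and 100% = positive control at its reference dose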
MrgX1 allo act: allosterically activates human MrgX1 receptor signaling. MrgX1-HEK293, Fluo-4 calcium flux, FDSS; hits give high values. B-score at 10 µM. hit rate 0.63% among 310,000. AID 588675;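 active = plate-corrected calcium response at least 3 library SD above typical, normal starting fluorescence, not activating the receptor alone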;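 also: compound read alongside a low EC10 to EC30 dose of BAM8-22 agonist; peak minus trough fluorescence over baseline measured at the second addition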
RGS4 act: potentiators or activators of RGS4; HEK293 M3R/inducible RGS4, carbachol calcium flux Fluo4; hits give low values; B-score at 10 µM; hit rate 0.92% among 310,000; AID 463111;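 active = B-score of the integrated calcium signal more than 4 SD below the library mean, with starting fluorescence not abnormally high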;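 also: negative B-score means reduced calcium response which marks RGS4 activation or potentiation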
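Test system: HEK293 cells with stable M3R and inducible RGS4; also added: carbachol at ECmax as muscarinic agonist stimulus; schedule: dye loading 30 min 37 °C, buffer rest 30 min RT; technique: kinetic calcium fluorescence imaging with Fluo4-AM dye, 2 µM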
ANO1 activ: activates or potentiates the mouse TMEM16A chloride channel; hit rate 0.3% among 340,000; HEK293 TMEM16A/YFP-H148Q/I152L, iodide quench fluorescence; hits give low values; AID 623877; B-score at 10 µM;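 active = fluorescence-ratio B-score plate-corrected deviation score at least 3 library SD below zero, with starting fluorescence score within 5 deviations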;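 also: channel opened by trigger with iodide after compound preincubation; score built on the fluorescence ratio of max minus min over baseline; more negative score means more quench and so TMEM16A activation or potentiation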
TMEM16A inh: inhibitors of mouse TMEM16A calcium-activated chloride channel; Q8BHY3; HEK293 TMEM16A/YFP iodide influx fluorescence, ionomycin; normalized B-score (activity score, 25-100; higher = stronger inhibition) at 10 µM; hit rate 1.2% among 310,000;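 active = ratio plate-corrected score three or more library SD toward inhibition, starting fluorescence score within five deviations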;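 also: score derived from kinetic fluorescence span divided by baseline fluorescence per well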
TRPC6 act: activators of mouse TRPC6 channel. Q61143. HEK293-TRPC6 membrane potential dye fluorescence; hits give high values. B-score at 10 µM. hit rate 0.13% among 310,000;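 active = B-score of the integrated fluorescence ratio above library mean plus 3 SD, and starting fluorescence ratio within library mean plus 5 SD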;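 also: higher score means more depolarization so channel activation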
TRPC6 inh: inhibitors of mouse TRPC6 channel; HEK293-TRPC6, membrane potential dye, ACh-evoked depolarization; hits give low values; B-score at 10 µM; hit rate 1.1% among 310,000;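 active = B-score under library mean minus 3 SD, initial fluorescence not abnormally high, positive integrated signal ratio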;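 also: B-score derived from integrated fluorescence ratio over the kinetic read; more negative B-score means stronger inhibition of depolarization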
* = called active by the depositor; i = inactive; ? = inconclusive; . = no result given.

SMILES	RGS4 inh	MrgX1 ag	MrgX1 antagonist	HDAC3 inh	SKKanGAS inh	MrgX1 allo act	RGS4 act	ANO1 activ	TMEM16A inh	TRPC6 act	TRPC6 inh
Cc1ccc(S(=O)(=O)NNC(=O)C2COc3ccccc3O2)cc1C (centres undefined)	i	i	i	0.8	1.9	i	i	i	i	i	i
O=C(CSc1nc2[nH]ncc2c(=O)n1-c1ccccc1)c1ccc2c(c1)OCCO2	i	i	i	2.4	18.6	i	i	i	i	i	i
CC(C)N=C1NN=C(c2ccc(Cl)c(Cl)c2)CS1	i	.	.	.	43.6	.	i	i	.	i	i
CC(=O)N1c2ccccc2CCc2ccc([N+](=O)[O-])cc21	i	i	i	2.8	-10.7	i	i	i	i	i	i
CCc1c(C)nc2cc(-c3ccc(OC)c(OC)c3)nn2c1N1CCCC1	i	i	i	0.4	-6.6	16.9*	i	i	i	i	i
COc1ccc(/C(N)=N/OC(=O)c2cc(-c3ccccc3)nc3ccccc23)cc1	i	i	i	-1.4	2.3	i	i	i	i	i	i
CNCCCNC(=O)c1ccc(/C=N/O)nc1	i	i	i	1.0	-7.1	i	i	i	i	i	i
COc1ccc(CCNC(=O)c2ccc(-c3cccc([N+](=O)[O-])c3)o2)cc1OC	i	i	i	6.3	5.9	i	i	i	i	i	i
CC(=O)Nc1ccc(NCc2cccs2)cc1	i	i	i	0.3	2.1	i	i	i	i	i	i
Cc1cc(Cl)cc2sc(NC(=O)c3ccco3)nc12	i	i	i	0.2	-4.6	i	i	i	i	i	i
COc1ccc(CCNC(=O)CCN2C(=O)c3cccc4cccc(c34)C2=O)cc1OC	i	i	i	-4.1	-0.6	i	i	i	i	i	i
Cc1cccc(NC(=S)N(Cc2ccc(Br)cc2)Cc2ccc(C(=O)O)cc2)c1	i	i	i	1.1	-9.4	i	i	i	i	i	i
CCOCCCn1c(=N)c(C(=O)NCc2ccc3c(c2)OCO3)cc2c(=O)n3cccc(C)c3nc21	i	i	i	5.3	1.6	i	-8.46*	i	i	i	-5.11*
CC(=O)c1cc(CN2CCC(N3CCC(C(=O)N4CCCC4)CC3)CC2)cs1	i	i	i	-2.3	-2.0	i	i	i	i	i	i
O=C(CN1CCN(CC(=O)Nc2ccc(OCc3ccccc3)cc2)CC1)Nc1ccc(F)cc1	i	i	i	-0.1	6.0	i	i	i	i	i	i
N/C(=N\OC(=O)COc1ccc(Br)cc1)c1cccc([N+](=O)[O-])c1	i	i	i	-4.8	0.7	i	i	i	i	i	i
CC(C)C(=O)NC(Nc1cccc([N+](=O)[O-])c1)C(Cl)(Cl)Cl (centres undefined)	i	i	i	-3.8	-6.8	i	i	i	i	i	i
Cc1cccc2c1cnn2C(=O)CCC(=O)NC1CCCCC1	i	i	i	-1.7	-5.9	i	i	i	i	i	i
CCc1nnc(NC(=O)c2sc3nc4c(cc3c2N)CCCCCC4)s1	i	i	i	-1.0	34.6	i	i	i	i	i	i
O=[N+]([O-])c1ccc(CN2CCN(c3nc4ccccc4s3)CC2)cc1	i	i	i	-0.7	4.8	i	i	.	i	i	i
Cc1ccc(CCS(=O)(=O)c2ccc(C(C)(C)C)cc2)cn1	i	i	i	-3.8	-3.5	i	i	i	i	i	i
COc1ccc(N(CC(=O)Nc2cccc(N(C)S(C)(=O)=O)c2)S(=O)(=O)c2ccc(F)cc2)cc1	i	i	i	-1.2	-5.9	i	i	i	i	i	i
O=C1CC(c2ccccc2Oc2cccc(Cl)c2)C(n2cncn2)C(=O)C1C1NCCc2ccccc21 (centres undefined)	i	i	i	4.0	27.8	i	i	i	i	i	i
COc1ccc(C2(CNC(=O)c3ccccc3)CCOCC2)cc1	i	i	i	0.8	15.2	i	i	i	i	i	i
COc1ccc(C(=O)Nc2ccccc2SCc2cc(=O)n3nc(C)sc3n2)cc1OC	i	i	i	4.4	-4.5	i	i	i	i	i	i

(further entries)
SMILES	RGS4 inh	MrgX1 ag	MrgX1 antagonist	HDAC3 inh	SKKanGAS inh	MrgX1 allo act	RGS4 act	ANO1 activ	TMEM16A inh	TRPC6 act	TRPC6 inh
Cc1nc([N+](=O)[O-])c(Br)n1CC(=O)c1ccc2ccccc2c1	i	i	i	5.0	-2.3	i	i	i	i	i	i
O=C(Nc1ccccc1Oc1cccnc1)C1CCCN(Cc2ccc(F)cc2)C1 (centres undefined)	i	i	i	-2.1	-2.2	i	i	i	i	i	-6.39*
O=C(CCC1CCCC1)NCCCN1CCOCC1	i	i	-6.94*	2.9	6.2	i	i	i	i	i	i
Cc1cccc(NC(NC(=O)c2ccccc2[N+](=O)[O-])C(Cl)(Cl)Cl)c1 (centres undefined)	i	i	i	10.6	-2.4	i	i	i	i	i	i
CCOC(=O)c1nnc2cc(C)nn2c1C	i	i	i	-1.8	-3.4	i	i	i	i	i	i
Cc1cc(NC(=O)CSCC(=O)Nc2ccc(Cl)c(C(F)(F)F)c2)no1	i	i	i	1.6	-4.8	i	i	i	i	i	i
O=C(NC1CCCCC1)c1cc(-c2ccccc2O)on1	i	i	i	-3.0	-1.9	i	i	i	i	i	i
CCOC(=O)C[n+]1c(C)csc1C	i	i	i	0.7	21.0	i	i	i	i	i	i
CCOC(=O)C1(CCOc2ccccc2)CCN(C(=O)c2ccc(-n3cccn3)cc2)CC1	i	i	i	2.6	0.7	i	i	i	i	i	i
O=C(NCc1ccc2c(c1)OCO2)C1CCN(Cc2cnn(-c3ccccc3)c2-n2cccc2)CC1	i	i	i	-1.0	-0.2	i	i	i	i	i	i
O=C(Nc1ccc2c(c1)CCC2)C1CCCN(c2ncccn2)C1 (centres undefined)	i	i	i	0.9	3.8	i	i	i	i	i	i
COc1ccc(CNc2ccc(C(=O)O)cc2)cc1	i	i	i	-3.2	4.9	i	i	i	i	i	i
CN1CCN(c2ccc(NC(=O)COc3cccc4ccccc34)cc2)CC1	i	i	i	1.6	3.2	i	i	i	i	i	i
COc1ccc(N2CCN(C(=O)CCNC(=O)c3ccc(C(C)(C)C)cc3)CC2)cc1	i	i	i	0.9	-2.2	i	i	i	i	i	i
CC(=O)Nc1ccc(N2C(=O)c3ccc(C(=O)Nc4nnc(SCc5ccc(F)cc5)s4)cc3C2=O)cc1	i	i	i	-2.1	10.2	i	i	i	i	i	i
O=C(Cc1n[nH]c(=O)[nH]c1=O)N/N=C/c1ccccc1	i	i	i	-7.6	6.5	i	i	i	i	i	i
FC(F)Oc1ccc(C2N=C(c3ccccc3)NO2)cc1 (centres undefined)	i	i	i	5.5	3.5	i	i	i	i	i	i
Cc1ccccc1NC(=O)C1CCCN(S(=O)(=O)c2cccc3cccnc23)C1 (centres undefined)	i	i	i	5.6	-3.4	i	i	i	i	i	i
COc1ccc(OC)c(S(=O)(=O)N2CCC(C(=O)NCc3ccc4c(c3)OCO4)CC2)c1	i	i	i	2.2	-2.6	i	i	i	i	i	i
COc1ccccc1CN1CCN(Cc2nc(-c3cccs3)no2)CC1	i	i	i	-4.2	1.3	i	i	i	i	i	i
O=C(O)CCCC(=O)Nc1ccc(C(=O)N2CCCCC2)cc1	i	i	i	-2.0	2.8	i	i	i	i	i	i
CC1(C)Cc2nc(N)c(=O)sc2C1	i	i	i	-0.1	-5.2	i	i	i	i	i	i
CC1Sc2ccc(S(=O)(=O)CCC(=O)NC3CCCC(C)C3C)cc2NC1=O (centres undefined)	i	i	i	1.2	1.4	i	i	i	i	i	i
Cc1ccc(S(=O)(=O)CCSc2cccc(C(=O)Nc3ccccc3C(=O)O)c2)cc1	i	i	i	-5.0	27.7	i	i	i	i	i	i
COc1cccc(CNC(=O)c2ccc3c(c2)N(C)CCS3)c1OC	i	i	i	-20.0	-5.2	i	i	i	i	i	i

Going on with the list.
SMILES	RGS4 inh	MrgX1 ag	MrgX1 antagonist	HDAC3 inh	SKKanGAS inh	MrgX1 allo act	RGS4 act	ANO1 activ	TMEM16A inh	TRPC6 act	TRPC6 inh
COCCNc1oc(/C=C/c2ccccc2OC)nc1S(=O)(=O)c1ccccc1	i	i	i	-13.7	-0.8	6.94*	i	i	i	i	i
N#Cc1c(N)n(C2CCCCC2)c2nc3ccccc3nc12	i	i	i	-68.4	4.3	i	i	i	i	i	i
O=C(CC1C(=O)NCCN1C(=O)c1ccc(F)cc1)OCc1ccccc1 (centres undefined)	i	i	i	2.0	-0.1	i	i	i	i	i	i
Cc1ccc(NS(=O)(=O)c2cn(C)c(=O)n(C)c2=O)cc1C	i	i	i	-8.3	-5.1	i	i	i	i	i	i
CCCCCCCCCCCCCCCC[n+]1cccc2ccccc21	.	i	i	?	.	i	.	i	100*	.	.
Cc1cc(C(=O)NCc2ccc3c(c2)OCO3)c(C)o1	i	i	i	8.1	-5.1	i	i	i	i	i	i
Cc1cccc(NC(=O)CSc2nnc(-c3ccccc3C)o2)c1	i	.	.	.	-5.1	.	i	i	.	i	i
Nc1ncc(-c2cc3ccccc3oc2=O)s1	i	i	i	0.3	15.7	i	i	i	i	i	i
COc1ccc(C(=O)Nc2ccnn2C2CCN(Cc3cn(C)nc3C)CC2)cc1	i	i	i	-4.8	0.9	i	i	i	i	i	i
O=S(=O)(Cc1cccc(F)c1)c1c[nH]c2ccccc12	i	i	i	-2.1	-0.3	i	i	i	i	i	i
O=C1CN(C(=O)/C=C/c2ccccc2F)c2ccccc2N1	i	i	i	4.6	-3.2	i	i	i	i	i	i
O=C(NC(Cc1c[nH]c2ccccc12)C(=O)O)c1ccc(F)cc1 (centres undefined)	i	i	i	0.3	4.6	i	i	i	i	i	i
CCCn1c(N)c(C(c2ccc(OC)cc2)N2CCN(c3ccccc3)CC2)c(=O)[nH]c1=O (centres undefined)	i	i	i	-0.5	4.0	i	i	i	i	i	i
CCOc1ccc(NC(=O)N2CCC(NC(=O)C(Cc3ccc(OC)c(OC)c3)NC(C)=O)CC2)cc1 (centres undefined)	i	i	i	3.9	7.3	i	i	i	i	i	i
Clc1ccc(-n2nnc(-c3nccs3)n2)cc1Cl	i	i	i	4.8	2.3	i	i	i	i	i	i
Cc1cc(C(=O)CSc2n[nH]c(N)n2)c(C)n1-c1ccc2c(c1)OCO2	i	i	i	-2.4	9.5	i	i	i	i	i	i
CS(=O)(=O)N(CC(=O)Nc1cccc(F)c1)c1cccc([N+](=O)[O-])c1	i	i	i	6.2	11.5	i	i	i	i	i	i
CC1(C)Cc2ccccc2C(NNC(=O)c2ccc(Br)o2)=N1	i	i	i	0.8	2.6	i	i	i	i	i	i
CCOC(=O)c1cnc(-n2[nH]c(C)cc2=O)[nH]c1=O	i	i	i	7.2	-5.1	i	i	i	i	i	i

Screening results: PubChem, several laboratories
